# Compound activity from PubChem BioAssay.
# Htt clearance: clearance of mutant huntingtin inclusions, primary screen, imaging, HeLa Exon1htt(103Q)mCFP, confocal imaging; inhibition, % at 1.5 µM; AID 853, 2007; aggregate imaging; zero = plate's median compound well; 47,000 tested, 0.42% active;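 active means inhibition of aggregate fluorescence above about 70%, also judged a hit by eye on the cell image, limit read from the data, passing the limit was not always enough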;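 further: cells exposed to compound for three days before fixation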
# Htt clearance grain fraction: second read-out of Htt clearance, no call of its own (marks repeat the call); fraction fluorescence in grains; measured here: aggregate grain fluorescence fraction; active compounds read low;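 scaled fraction of total cell fluorescence in grains with unit not stated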
# * = called active by the depositor.
# Values run as follows: Htt clearance	Htt clearance grain fraction
CCOc1cc(C)nc(NCCc2ccc(OC)c(OC)c2)n1
    -2	23
CC(O)CNc1ncnc2nc[nH]c12 (stereo not drawn)
    31	23
CC1(C)Cc2c(ccc3ccccc23)C(NNC(=O)c2cccnc2)=N1
    -12	44
O=C(/C=C/c1cccc([N+](=O)[O-])c1)NCCN1CCOCC1
    22	30
CCNC(=O)NC(=O)CSc1nc2ccccc2n1CC(C)C
    -69	68
CCOC(=O)N1CCN(CC(O)COC2CC(C)CC(C)(C)C2)CC1 (stereo not drawn)
    4	19
CCOC(=O)Cc1csc(NC(=O)c2cccc(N3C(=O)CCC3=O)c2)n1
    12	33
COc1ccc(NC(=O)C(NC(=O)c2ccccc2)C(C)C)cc1 (stereo not drawn)
    7	22
C=CCSc1nc2ccccc2c2nc(-c3ccccc3)nn12
    37	25
CCOC(=O)c1c(-c2ccc(C)o2)csc1NC(=O)CSc1nnnn1-c1ccccc1
    -29	28
COc1ccc(-c2nc3cc(C)ccn3c2NCC2CCCO2)cc1OC (stereo not drawn)
    -47	29
Cc1ccc(C(=O)Cn2ncsc2=N)cc1
    33	27
CNCC(O)Cn1c(C(F)(F)F)nc2ccccc21 (stereo not drawn)
    -24	22
Cc1cccc(NC(=O)C2CC(=O)OC23CCCC3)c1 (stereo not drawn)
    -12	20
Cc1cccc2c1N1C(=O)c3c(C(=O)O)cccc3C1CC2C (stereo not drawn)
    1	19
CCN1CCN(C(=O)c2ccc3c(=O)n(Cc4ccccc4OC)c(=S)[nH]c3c2)CC1
    -14	42
c1ccc(CCc2nn3c(-c4ccncc4)nnc3s2)cc1
    66	5.9
COc1ccc(N/C(C)=C2/C(=O)C(=O)N(CCO)C2c2ccc([N+](=O)[O-])cc2)cc1 (stereo not drawn)
    4	27
CCOC(=O)c1ccccc1NC(=O)c1cccnc1
    -31	27
CC1=C(C)/C(=N\OS(=O)(=O)c2ccccc2)C=CC1=O
    -46	29
COc1ccc(NC(=O)CSc2nnc(COc3ccccc3)n2Cc2ccco2)cc1OC
    10	36
Cc1ccc(CN2C(=O)c3ccccc3C2C(=O)NCC2CCCO2)cc1 (stereo not drawn)
    -34	28
O=C(CSc1nnc(-c2ccc(OC(F)F)cc2)o1)NC(=O)NCc1ccco1
    8	39
CC(C)(C)C(=O)Nc1ccccc1N1CCN(C(=O)c2ccc(Cl)cc2)CC1
    7	19
Cc1ccc(CNC(=O)Nc2ccccc2)cc1
    -12	32
COc1ccc(Br)cc1C(=O)Nc1cccc(C)c1
    -44	23
CC(=O)N1CN(Cc2ccccn2)Cc2c1sc1c2CCCC1
    83*	5.9*
CCOc1ccc(NC(=O)CCN2CCCCC2)cc1
    19	26
CCCCn1c(SCC(=O)Nc2ccc(OC)cc2)nc2ccc(N3CCOCC3)cc2c1=O
    4	20
O=C(NCCN1CCOCC1)c1cc2ccccc2[nH]1
    5	19

# Random excerpt: 5 records from the list.
# Values run as follows: Htt clearance	Htt clearance grain fraction
O=C(CSc1nnc(-c2ccc(OC(F)F)cc2)o1)NC(=O)NCc1ccco1
    8	39
Cc1ccc(CNC(=O)Nc2ccccc2)cc1
    -12	32
CC(=O)N1CN(Cc2ccccn2)Cc2c1sc1c2CCCC1
    83*	5.9*
CC(C)(C)C(=O)Nc1ccccc1N1CCN(C(=O)c2ccc(Cl)cc2)CC1
    7	19
c1ccc(CCc2nn3c(-c4ccncc4)nnc3s2)cc1
    66	5.9

# The results go on:
# Values run as follows: Htt clearance	Htt clearance grain fraction
O=C1c2ccccc2C(=O)N1CCCc1nc(-c2ccncc2)no1
    46	23
CCOc1ccccc1NC(=O)/C=C/C(N)=O
    -60	32
COc1ccc(-n2c(-c3ccco3)n[nH]c2=S)cc1
    -32	48
COc1ccccc1OCC(O)Cn1c(Br)nc2c1c(=O)[nH]c(=O)n2C (stereo not drawn)
    -18	43
CC1CCN(C(=O)Cn2cc3c(n2)CCCC3)CC1
    19	25
C=CCNC(=O)NC(=O)COC(=O)COc1ccc(Br)cc1F
    -16	47
Cn1c(=O)n(CCC(=O)O)c2ccccc21
    -33	49
N#CC1=C(N)NC(SCC(=O)Nc2ccccc2)=C(C#N)C12CCCC2
    -24	46
O=C(CN(Cc1ccccc1Cl)C(=O)c1ccc(CN2CCOCC2)o1)NCc1ccccc1
    -52	32
O=S(=O)(Nc1ccc(-c2nc3cccnc3s2)cc1)c1ccc(Cl)s1
    -104	84
Cc1nc(CC(=O)c2ccc(O)cc2O)cs1
    -30	31
CCOc1ccccc1C1CC(=O)Nc2cc3c(cc21)OCO3 (stereo not drawn)
    -454	186
CCN1CCN(P2(=O)C=C(c3ccccc3)OC(c3ccccc3)=C2)CC1
    -7	37
CCCCCC(O)(CCCCC)C(=O)NNc1ccccc1
    36	25
Cc1cc(C)nc(N2CCC(C(=O)NC3CCCCCC3)CC2)n1
    19	16
CCOC(=O)C1=C(CSc2nc3c(cc2C#N)CN(C)CC3)OC(N)=C(C#N)C1c1ccccc1 (stereo not drawn)
    -9	38
O=C(CSc1ncn[nH]1)c1ccccc1
    -53	52
CNC(=O)c1cc2cc(OC)ccc2oc1=O
    4	36
CC(=O)Nc1ccc(OC(=O)CC2SC(=O)NC2=O)cc1 (stereo not drawn)
    8	32
CCOC(=O)C(CC)Sc1nnc(COc2ccc(C)cc2)n1-c1ccccc1 (stereo not drawn)
    56	8.6
CC(C)(C)C1CCc2c(sc(NC(=O)c3cc(C4CC4)on3)c2C#N)C1 (stereo not drawn)
    -96	70
COc1cc(C#CC#CCN2CCCCC2)ccc1O
    -35	27
CCOC(=O)C1CCCN(Cc2ccccc2OCC)C1 (stereo not drawn)
    -28	27
Cn1c(CC(=O)Nc2ccccc2)nnc1SCCOc1ccccc1
    -55	32
COc1ccc(C(C(=O)OCCN(C)C)c2ccccc2)cc1 (stereo not drawn)
    32	14
CC1=C(C(=O)OCc2ccccc2)C(c2ccoc2)C(C#N)=C(N)O1 (stereo not drawn)
    -44	28
COc1ccccc1NC(=O)N(Cc1ccco1)Cc1cc2ccc(C)c(C)c2[nH]c1=O
    -137	48
CCn1c(CNc2ccc(F)cc2)nnc1SCC(=O)Nc1ccccc1OC
    6	17
Cn1cc(Br)cc2nc(C(F)(F)F)nc1-2
    -18	22
COc1ccc(-c2nnn(CCc3nn[nH]n3)n2)cc1OC
    14	17

# Ordered by the number under Htt clearance grain fraction (rising): three of the compounds above
# Values run as follows: Htt clearance	Htt clearance grain fraction
CCOC(=O)C(CC)Sc1nnc(COc2ccc(C)cc2)n1-c1ccccc1 (stereo not drawn)
    56	8.6
Cn1cc(Br)cc2nc(C(F)(F)F)nc1-2
    -18	22
CC(C)(C)C1CCc2c(sc(NC(=O)c3cc(C4CC4)on3)c2C#N)C1 (stereo not drawn)
    -96	70

# Copied from the results shown, 2 compounds:
# Values run as follows: Htt clearance	Htt clearance grain fraction
CCOC(=O)C1=C(CSc2nc3c(cc2C#N)CN(C)CC3)OC(N)=C(C#N)C1c1ccccc1 (stereo not drawn)
    -9	38
O=C(CSc1ncn[nH]1)c1ccccc1
    -53	52

# More records.
# Values run as follows: Htt clearance	Htt clearance grain fraction
O=C(O)C(CCCCN1C(=O)C2C3C=CC(C3)C2C1=O)N1C(=O)C2C3C=CC(C3)C2C1=O (stereo not drawn)
    14	26
O=C1COc2ccc(C(=O)CSc3nnc(-c4cccs4)n3Cc3ccccc3)cc2N1
    -15	33
COCCN(C(=O)Cn1nnc2ccccc21)C(C(=O)NC1CCCC1)c1ccc(OC)cc1OC (stereo not drawn)
    -15	23
CCc1ccc(S(=O)(=O)NC(CC(=O)O)c2ccccc2)cc1 (stereo not drawn)
    26	28
CCn1c(NCc2ccc3c(c2)OCO3)nc2ccccc21
    30	28
COc1nc2ccc(C)cc2cc1-c1noc(-c2cccnc2)n1
    -74	32
Cc1ccc(CNC(=O)Cc2ccc(-c3ccccc3)cc2)cc1
    -11	43
CCCc1nnc(SCC(=O)N2C(C)CCCC2C)n1CCCOC (stereo not drawn)
    60	16
O=C(Nc1ccccc1C(=O)NC(Cc1c[nH]c2ccccc12)C(=O)O)c1ccco1 (stereo not drawn)
    -41	25
Cc1c(NC(=O)C2CCCN2S(=O)(=O)c2ccccc2)c(=O)n(-c2ccccc2)n1C (stereo not drawn)
    -42	48
CC(C)C(C(=O)Nc1ccc2c(c1)OCO2)N1C(=O)c2ccccc2C1=O (stereo not drawn)
    49	10
CCCCc1c(O)nc(SCCN(C)C)n(-c2ccccc2)c1=O
    42	20
CN1CCCC(OC(=O)CCCC(=O)OC2CCCN(C)C2)C1 (stereo not drawn)
    -8	43
Cc1ccc2nc3ccc(N4CCCCCCC4)nn3c(=O)c2c1
    10	35
CC(=O)N1CCc2cc(S(=O)(=O)CCC(=O)Nc3c(C)n(C)n(-c4ccccc4)c3=O)ccc21
    5	34

# Reprinted from the part before: two compounds; new compounds follow.
# Values run as follows: Htt clearance	Htt clearance grain fraction
Cc1ccc2nc3ccc(N4CCCCCCC4)nn3c(=O)c2c1
    10	35
CC(=O)N1CCc2cc(S(=O)(=O)CCC(=O)Nc3c(C)n(C)n(-c4ccccc4)c3=O)ccc21
    5	34
CCCOc1ccc(C2NC(=O)NC(c3ccccc3)=C2C(C)=O)cc1OCC (stereo not drawn)
    32	13
CC(C)(C)CC(=O)NC(=S)Nc1ccccc1C(F)(F)F
    5	29
c1ccc(Cn2c(-c3ccco3)nc3nc4ccccc4nc32)cc1
    47	19
N#Cc1nc(N)nc(N(c2ccccc2)c2ccccc2)n1
    -14	45
Cc1nnc(C)c2c(C)n(C(C)c3ccccc3)c(C)c12 (stereo not drawn)
    8	20
CS(=O)(=O)N(CC(=O)N1CCCCC1)c1ccc2c(c1)OCO2
    -83	30
N#Cc1c(NC(=O)CCn2cnc3ccccc3c2=O)oc(-c2ccccc2)c1-c1ccccc1
    -30	26
COn1c(SCc2ccc(Cl)cc2)nc2ccccc2c1=O
    37	24
COCCCNc1ncnc2ccc(C)cc12
    62	6.9
COc1cccc(NC(=O)CSc2nnnn2C(C)C)c1
    18	14
CCCS(=O)(=O)N1CCCC(C(=O)NCc2ccc(C)cc2)C1 (stereo not drawn)
    -342	140
CC(C)(C)NCCCCOc1ccc(F)cc1
    13	31
O=C(C/C(=N/O)c1ccccc1O)C(F)F
    58	13
OCCCN=c1cc(-c2ccccc2)oc2ccc(Cl)cc12
    -25	47
COc1ccccc1N1CCN(C(=O)c2c(-c3ccccc3)noc2C)CC1
    -22	48
COc1ccc(S(=O)(=O)NCCc2ccccc2)cc1
    1	30
CCC(Oc1ccccc1)C(=O)Nc1nnc(C)s1 (stereo not drawn)
    69	6.2
O=C1CC(Nc2ccc3ccccc3c2)C(=O)N1Cc1ccccc1 (stereo not drawn)
    8	26
CC1(C)Cc2nc3sc4c(N(CCO)CCO)ncnc4c3cc2CO1
    -55	30
Cc1cccc(NC(=O)N2CCC(NC(=O)c3ccccc3C)CC2)c1
    -20	25
c1ccc(-c2ncnc3nc4n(c23)CCC4)cc1
    -38	26
Cc1cc(=S)[nH]c2ccccc12
    32	23
COc1ccc(NC(=O)c2c(OC)cccc2OC)c(OC)c1
    33	13
CCOc1ccccc1NC(=O)c1ccc(NC(=O)c2ccco2)cc1
    21	15
CCOC(=O)C(C(=O)Nc1cccc(C)n1)C1CCCCC1 (stereo not drawn)
    -25	39
CN(C)c1ccc(CNc2ncc(Br)cc2Br)cc1
    8	36
Cc1cccc(-n2ccnc2SCC(=O)Nc2nccs2)c1
    32	23
Cc1cc(C)c2nc(N3CCCN(C(=O)c4cnccn4)CC3)c(C#N)cc2c1
    -21	47
CCc1nc(SCc2cccnc2)c(C#N)cc1C
    2	45
CCOC(=O)N1CCN(C(=O)COc2ccc3c(c2)C(=O)CC2(CCN(C(C)=O)CC2)O3)CC1
    36	28
O=c1c(F)cn(C2CCCO2)c(=O)n1Cc1c(F)cccc1Cl (stereo not drawn)
    16	16
O=C(Oc1cccc(Br)c1)c1cccnc1
    22	28
CC1(C)CC(=O)C(C(=S)Nc2ccccc2)=C(NCCN2CCOCC2)C1
    -5	23
O=C(CSc1ncnc2c1oc1ccccc12)N1CCCc2ccccc21
    -165	102
O=C(CSc1nnc(-c2cccs2)n1-c1ccccc1)NCC1CCCO1 (stereo not drawn)
    1	18
O=C(NCc1cccs1)C1CCCN(S(=O)(=O)c2cccs2)C1 (stereo not drawn)
    21	31
O=C1c2ccccc2S(=O)(=O)N1CC(O)Cn1c2ccccc2c2ccccc21 (stereo not drawn)
    -41	62
O=C(CCSCCc1ccncc1)NCCCN1CCOCC1
    23	31
Cc1c(C(=O)O)oc2ccc(S(=O)(=O)NCc3ccc4c(c3)OCO4)cc12
    -37	51
O=C(Nc1cccc([N+](=O)[O-])c1)c1ccc2nc(N3C(=O)CCC3=O)sc2c1
    20	16
Cn1c(=O)c2cc(S(=O)(=O)N3CCC(c4ccccc4)CC3)ccc2n(C)c1=O
    -2	18
CC(C)CC(=O)Nc1ccccc1Oc1ccccc1
    -20	23
CC(=O)c1cnc2nc(C)nn2c1C
    -44	49
CCOC(=O)C(C)Sc1nnc(Cc2cc(=O)[nH]c(=O)[nH]2)n1-c1cccc(OC)c1 (stereo not drawn)
    -4	47
Cc1ccc(OCc2nnc(NC(=O)c3ccco3)s2)c(C)c1
    28	24
CCn1c(=O)cc(SCC(=O)N2CCN(C(=O)c3ccco3)CC2)c2ccccc21
    -15	42
CCCCCn1c(S(=O)(=O)O)nc2ccccc21
    -27	41
O=C1CC(C(=O)Nc2ccc(C(=O)O)cc2)C(c2ccccc2)O1 (stereo not drawn)
    35	24
CCOc1ccc(/C(O)=C2\C(=O)C(=O)N(CCOCCO)C2c2ccccc2OC)cc1 (stereo not drawn)
    48	16
O=C(NCCn1cccc1)c1cccc2ccccc12
    -28	21
COC(=O)[C@H](C)NC(=O)NCc1ccccc1F
    -36	59

# Only part of the results is shown (hit frequency here may not be typical).
